# Screening data from PubChem BioAssay.
# SENP7 inh: SENP7 protease inhibitors, primary screen, biochemical, luminescence, uHTS. Sentrin-specific protease 7 (Homo sapiens), Q9BQF6. recombinant SENP7, Z-RLRGG-aminoluciferin luminescence, 40 min. inhibition, % at 5 µM. 1.5% of 330,000 active. AID 434973, 2010;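 active means inhibition above about 50% at the single test dose, limit read from the data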;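 further: plate controls were DMSO with enzyme for no effect and no enzyme buffer wells for full effect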
# PfG6PD inh: PfG6PD enzyme inhibitors, primary screen, biochemical, fluorescence intensity, uHTS; glucose-6-phosphate dehydrogenase-6-phosphogluconolactonase (Plasmodium falciparum 3D7); AID 504690, 2011; 0.78% of 350,000 active; inhibition, % at 20 µM; PfGluPho enzyme, NADPH resazurin-diaphorase fluorescence;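 active means inhibition reaching at least a set limit at 20 µM in the primary screen, cut at about 59% in these data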;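 further: 0% = DMSO wells with substrate and 100% = DMSO wells lacking glucose-6-phosphate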
# SENP6 block: SENP6 protease inhibitors, primary screen, biochemical, luminescence, uHTS; Sentrin-specific protease 6 (Homo sapiens), Q9GZR1; Recombinant SENP6 catalytic domain, aminoluciferin luminescence; inhibition, % at 10 µM; 1.8% of 330,000 active; AID 2599, 2010;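 active means inhibition above about 50% at the single tested dose, limit read from the data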;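 further: plate controls were DMSO wells with enzyme for no effect and DMSO wells lacking enzyme for full effect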
# Target sequence (Q9GZR1 628-1112 limits assumed): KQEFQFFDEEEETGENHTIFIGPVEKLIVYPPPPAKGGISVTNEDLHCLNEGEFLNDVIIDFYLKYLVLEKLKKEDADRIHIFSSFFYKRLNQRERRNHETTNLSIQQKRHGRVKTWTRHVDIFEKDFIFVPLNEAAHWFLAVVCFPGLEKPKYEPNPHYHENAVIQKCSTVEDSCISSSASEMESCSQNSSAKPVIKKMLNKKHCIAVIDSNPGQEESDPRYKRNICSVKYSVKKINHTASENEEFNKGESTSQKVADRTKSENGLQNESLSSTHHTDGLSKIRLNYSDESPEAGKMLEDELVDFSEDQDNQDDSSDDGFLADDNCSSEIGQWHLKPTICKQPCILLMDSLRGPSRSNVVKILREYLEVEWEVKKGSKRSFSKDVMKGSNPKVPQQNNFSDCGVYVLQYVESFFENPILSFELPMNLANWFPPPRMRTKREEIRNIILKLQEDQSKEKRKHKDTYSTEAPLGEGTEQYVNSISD
# NR3A LBD binder: binders of NR3A ligand-binding domain, primary screen, biophysical, differential scanning fluorimetry, uHTS. Glutamate receptor ionotropic, NMDA 3A (GRIN3A) ligand-binding domain. NR3A LBD differential scanning fluorimetry, Tm shift; 0% = protein alone, 100% = glycine-bound protein. Tm shift relative to glycine control, % at 25 µM. 2.5% of 340,000 active. AID 1259313, 2017;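 active means melting temperature shift of at least 10% of the positive control shift, at one fixed dose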
# ATG4B inhibitor: ATG4B protease inhibitors, primary screen, biochemical, fluorescence, uHTS; Cysteine protease ATG4B (Homo sapiens), Q9Y4P1; ATG4B cleavage of LC3-PLA2, NBD-HPC fluorescence, 1 h; inhibition, % at 8.33 µM; 0.51% of 340,000 active; AID 504462, 2011; in the data active means inhibition above about 40%
# Target sequence (Q9Y4P1 whole entry, looked up): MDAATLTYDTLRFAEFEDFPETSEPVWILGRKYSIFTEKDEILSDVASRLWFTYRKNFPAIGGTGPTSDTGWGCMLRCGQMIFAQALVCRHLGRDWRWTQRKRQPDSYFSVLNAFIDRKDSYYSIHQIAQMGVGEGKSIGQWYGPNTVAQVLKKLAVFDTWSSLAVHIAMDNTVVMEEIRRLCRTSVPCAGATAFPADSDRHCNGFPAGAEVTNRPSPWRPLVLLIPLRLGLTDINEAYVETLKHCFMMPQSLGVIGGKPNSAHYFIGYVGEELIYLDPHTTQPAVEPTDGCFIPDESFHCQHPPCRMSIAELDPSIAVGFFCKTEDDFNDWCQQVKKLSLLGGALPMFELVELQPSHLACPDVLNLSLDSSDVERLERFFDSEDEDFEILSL
# HKDC1 inh: HKDC1 hexokinase inhibitors, primary screen, biochemical, fluorescence, uHTS. recombinant HKDC1, G6PDH/diaphorase resazurin coupled fluorescence. 0.16% of 340,000 active. Q2TB90. inhibition, % at 20 µM;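 active means inhibition above about 35% when tested at 20 µM, limit read from the data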;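 further: plate controls were DMSO wells with enzyme for no effect and DMSO wells lacking enzyme for full effect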
#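 Test system: Recombinant HKDC1 (HK5) hexokinase enzyme, produced in-house | Input: HKDC1 at 5 µg/mL | Buffer or medium: Tris pH 8.0 buffer with MgCl2, Tween-20, BSA, BME | Schedule: 90 min reaction incubation at room temperature, dark | Technique: Resazurin-to-resorufin fluorescence via G6PDH and diaphorase coupling, 525/613 nm | Controls: DMSO wells with and without enzyme mix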
# SENP8 inh: human SENP8 protease inhibitors, primary screen, biochemical, fluorescence, Nedd8 protein substrate, uHTS | recombinant SENP8 | inhibition, % at 20 µM | Sentrin-specific protease 8 (Homo sapiens), Q96LD8 | 0.64% of 360,000 active; in the data active means inhibition mostly above about 40%, no sharp cut-off; inactive means mostly below about 27%
# MPTP inh: mitochondrial permeability transition pore inhibitors, primary screen, biochemical, isolated mouse mitochondria, absorbance; AID 602449, 2012; 1.4% of 360,000 active; Ca2+ swelling absorbance, 30 min; inhibition, % at 10 µM;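 active means inhibition of 50% or more, scaled per plate between neutral and stimulator controls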;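 further: 0% = DMSO wells given calcium and 100% = 1 mM EGTA wells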
# An asterisk follows results filed as active; / = no result given; & = joins results of further samples.
SMILES,SENP7 inh,PfG6PD inh,SENP6 block,NR3A LBD binder,ATG4B inhibitor,HKDC1 inh,SENP8 inh,MPTP inh
O=C(O)C1=NOC(CNc2ncc(C(F)(F)F)cc2Cl)C1 (stereo not drawn),-1,-1,-17,-17,-1,-7,13,-0.4
COc1ccccc1NC(=O)c1ccc2c(c1)CCN2S(C)(=O)=O,-7,6,-12,0,-2,-6,20,-1.0
Fc1cc(F)c(C2SCCN2C(=S)Nc2cccc(C(F)(F)F)c2)c(F)c1 (stereo not drawn),-10,17,-9,16*,-4,-2,14,74*
COc1ccc(OCCC(=O)N2CCN(C)CC2)cc1,-1,3,5,2,-2,-4,6,-0.2
CN=c1scc(-c2ccc(F)cc2)n1/N=C/c1ccc(O)c(O)c1,12,9,62*,6,-14,-1,-31,4.0
O=C1CC(N2CCN(Cc3ccc4c(c3)OCO4)CC2)C(=O)N1CCc1ccccc1 (stereo not drawn),1,15,-4,1,-4,15,23,6.2
FC(F)(F)c1cc(CCN2C(=S)NC[C@@H]2Cc2ccccc2)cc(C(F)(F)F)c1,-10,19,-17,13*,-6,2,11,1.4
CC(=O)c1ccc(S(=O)(=O)N2CCN(CC(=O)Nc3ccccc3C(=O)NC3CC3)CC2)cc1,8,-1,4,1,-66,-5,-6,0.0
CC1CCN(C(=O)N[C@@H](Cc2ccccc2)C(=O)O)CC1,-1,2,-3,-1,-2,-6,5,26
COc1ccc(-c2nnc3sc(-c4ccco4)nn23)cc1OC,6,15,7,0,-18,7,1,-0.1
O=C(/C=C/c1cccc(F)c1)NCCCn1ccnc1,6,-3,-21,-2,2,-3,13,-0.9
Cc1cc(CNC(=O)c2cccc(OC3CCN(S(=O)(=O)N(C)C)CC3)c2)on1,-1,-8,-2,-1,-2,1,14,4.3
COc1ccccc1NC(=O)c1sc2nc(N3CCOCC3)c3c(c2c1N)CCCC3,-1,6,-4,-1,-2,3,-475,0.4
COc1ccc(S(=O)(=O)N2CCC(C(=O)Oc3c(OC)cccc3OC)CC2)cc1OC,-9,-19,-10,1,-6,-3,11,-1.4
NS(=O)(=O)c1cccc(NC(=O)CC2(CC(=O)O)CCCC2)c1,-13,-3,-15,-2,4,-6,-1,-1.0
Brc1ccc(C2=Nn3cnnc3SC2)cc1,-9,1,-6,-1,-7,-9,6,-1.6
CCN1CCN(CC(O)COCc2ccccc2)CC1 (stereo not drawn),-4,-2,-10,0,4,-9,5,0.2
CCN(CC)c1ccc2c(cc1=O)[C@@H](NC)CCc1cc(OC)c(OC)c(OC)c1-2,3,13,-10,-2,4,3,14,0.2
NC(=O)C1CC(=O)N(c2ccc(OCc3c(Cl)cccc3Cl)cc2)C1 (stereo not drawn),-3,-24,-6,-2,6,7,17,-0.9
CCNC(=O)C1Cc2cc(S(=O)(=O)N3CCCC3)ccc2N1C(C)=O (stereo not drawn),-1,3,9,3,-3,-6,1,0.2
CC(=O)c1cccc(NC(=O)C(NC(C)C)c2ccccc2)c1 (stereo not drawn),-4,8,7,-1,8,-12,3,-0.1
COc1ccc(NC(=S)N2CCN(S(=O)(=O)c3ccc(F)cc3)CC2)cc1,-5,-1,5,-2,-1,0,8,-0.2
CCN(CC)c1ccc(C=NCCNS(=O)(=O)c2ccc(C)cc2)cc1,4,-2,-6,-2,4,4,-14,2.6
COc1ccc(CC(=O)NC2CCCc3ccccc32)cc1 (stereo not drawn),11,7,3,1,-13,-4,7,2.9
CC(=O)N/C(=N\c1nc(C)cc(C)n1)Nc1ccccc1Cl,4,-3,-9,2,5,0,14,0.2
Cc1nc(NC(=O)CC(C)C)sc1-c1csc(Nc2ccc(Cl)cc2Cl)n1,2,8,3,4,-4,0,-104,0.6
CC1CC(C)CN(CC(=O)NC(c2ccccc2)c2ccccc2)C1 (stereo not drawn),-5,3,-8,-2,-2,-6,8,0.8
CCC1=C(OC(=O)N(CC)CC)N2C(=O)OC(=NCC(=O)OC)[C@]2(C)[C@H]2C1=CC[C@H]1C(=O)NC(=O)[C@H]12,-1,18,0,-1,-5,-5,15,0.2
CN(c1ccccc1)S(=O)(=O)c1cccc(C(=O)NNC(=O)c2ccncc2)c1,-5,-6,-3,-1,-4,-2,16,-1.6
COC(=O)c1sccc1NC(=O)c1ccccc1C(=O)O,-4,-16,-10,4,5,-3,12,2.0
NC(=O)[C@@H]1CCCNc2c(F)cc([N+](=O)[O-])cc2C(=O)N[C@@H](CCC(=O)O)C(=O)N[C@@H](CO)C(=O)N1,-18,2,-11,1,-2,8,10,0.2
CCOc1ccc(OCC)c(NC(=O)CCNS(=O)(=O)c2cc(Br)cnc2N)c1,2,11,2,-4,7,-3,-17,-0.9
CCOc1ccc(C(=O)NNC(=O)c2cc(C)oc2C)cc1,5,-9,-12,0,6,-5,11,0.2
CC(Sc1nnc2ccccn12)C(N)=O (stereo not drawn),-5,-5,-17,0,-2,-1,18,0.3
Cc1nc2c(-c3ccc(F)cc3)c(C)nn2c(C)c1CCC(=O)N1CCC(Cc2ccccc2)CC1,9,-1,2,-1,-12,-1,-50,1.0
Cc1c(C)n(CCc2ccccc2)c2ncnc(NN)c12,-9,25,-26,2,-11,-2,-90,3.0
COC(=O)[C@]1(CC(C)C)N[C@H](c2ccc(SC3CCCCC3)c(OC)c2)[C@@H]2C(=O)N(C)C(=O)[C@@H]21,-3,28,-7,3,-6,1,-26,1.3
CC(C)SCc1nc2ccccc2[nH]1,-5,1,-4,0,-12,-1,-110,-0.4
O=S(=O)(NCc1ccccn1)c1cccc2nsnc12,-8,-5,-7,-2,1,4,22,-1.0
Cc1c(NS(=O)(=O)c2ccc(Br)s2)c(=O)n(-c2ccccc2)n1C,-4,-11,-10,1,-5,-5,6,-1.3
O=C(CN1C(=O)COc2ccccc21)N1CCCC1,0,-9,1,-3,8,-7,8,-0.2
O=C(Cn1cnc2c(nnn2Cc2ccc(F)cc2)c1=O)Nc1cccc(F)c1,4,3,-8,-1,-1,-3,25,1.5
CC12CCC(C(=O)N(Cc3ccccc3)Cc3ccccc3)(OC1=O)C2(C)C (stereo not drawn),-12,7,6,3,7,-3,8,1.1
CC(C)[C@H](NC(=O)c1ccc(F)cc1)C(=O)OCC(=O)NC(=O)c1cccn1C,10,-5,0,-2,9,5,-20,1.0
CCOc1ccc(N(C)S(=O)(=O)c2ccc(-c3cc(C)no3)s2)cc1,0,14,7,-14,-1,2,12,-0.1
CC(=O)c1ccc(NC(=O)c2ccc([N+](=O)[O-])o2)cc1,4,29,8,-1,-2,4,27,-0.9
CCOC(=O)C1=CN(Cc2cccc(F)c2)S(=O)(=O)N(C)C1c1cccc(OC)c1 (stereo not drawn),6,26,/,1,/,0,8,-0.3
O=C(NN1CCOCC1)c1cccc(Cl)c1,-13,-17,2,-1,2,0,5,-0.5

# 3 records drawn at random from the list so far:
SMILES,SENP7 inh,PfG6PD inh,SENP6 block,NR3A LBD binder,ATG4B inhibitor,HKDC1 inh,SENP8 inh,MPTP inh
Brc1ccc(C2=Nn3cnnc3SC2)cc1,-9,1,-6,-1,-7,-9,6,-1.6
Cc1nc2c(-c3ccc(F)cc3)c(C)nn2c(C)c1CCC(=O)N1CCC(Cc2ccccc2)CC1,9,-1,2,-1,-12,-1,-50,1.0
Cc1cc(CNC(=O)c2cccc(OC3CCN(S(=O)(=O)N(C)C)CC3)c2)on1,-1,-8,-2,-1,-2,1,14,4.3

# More entries:
SMILES,SENP7 inh,PfG6PD inh,SENP6 block,NR3A LBD binder,ATG4B inhibitor,HKDC1 inh,SENP8 inh,MPTP inh
O=C(O)c1ccc(NS(=O)(=O)c2ccc3c(c2)OCCCO3)cc1,4,-39,-8,-1,-10,-4,9,0.2
CCN(CC)CCn1nc(C)nc1-c1ccccc1O,2,-1,-12,0,7,7,1,1.4
COC(=O)c1c(NC(=O)Cc2ccccc2)sc(C)c1C,10,-12,-11,0,16,1,-11,-0.6
N=C1C(c2ccccc2)=C(O)CN1c1cccc2ccccc12,4,-8,-7,-1,13,1,-18,-0.8
N#Cc1ccc(-c2nc3ccccc3c(=O)n2O)cc1,-5,-4,2,2,2,-2,4,0.3
CC(C)N1C2OC(C3OC4C(O3)N(C(C)C)S(=O)(=O)N4C(C)C)OC2N(C(C)C)S1(=O)=O (stereo not drawn),1,-2,21,0,-5,-3,15,0.1
Cc1cccc(C(=O)Nc2ccc(C(=O)Nc3ccc(O)cc3)cc2)c1,7,18,-19,38*,-4,-4,1,0.8
COc1ccc(C(=O)Nc2c(N)nc(SCC(=O)NCC3CCCO3)[nH]c2=O)cc1OC (stereo not drawn),-2,4,-12,3,1,-6,-3,1.0
CC(C)(C)c1ccc(OCCC(=O)NC2=NCCS2)cc1,0,-1,-8,3,-4,-2,11,-2.0
CC(C)CC1Nc2ncnc(N3CCN(c4ccccn4)CC3)c2N(Cc2ccc(Br)cc2)C1=O (stereo not drawn),-2,2,-14,2,-9,5,-5&1,2.0&-1.5
Cc1cc(C)n2nc(C(=O)Nc3ccc4c(c3)CCC4)nc2n1,-16,-3,4,-3,2,-2,14,-3.1
O=c1[nH]c2ccccc2cc1CN(CC1CCCO1)S(=O)(=O)c1ccccc1 (stereo not drawn),-1,3,13,-1,-11,-5,-28,-1.4
NC(=O)C1CCN(C(=S)NC2CC3C=CC2C3)CC1 (stereo not drawn),-3,9,-18,-2,6,-4,39,1.6
O=S(=O)(c1ccccc1)N1CCC2(CC1)OCCN2S(=O)(=O)c1cccs1,4,-9,-6,1,7,-2,9,3.4
CC(=O)c1nnn(-c2ccc([N+](=O)[O-])cc2)c1C,3,7,8,-2,-11,-5,11,0.1
CC1(C)CC(=O)C=C(NNC(=O)c2ccccc2)C1,-1,8,3,2,36,-13,-6,-0.2
Cc1ccc(/C=N/NC(=O)C(NC(=O)c2ccccc2)c2n[nH]c(=O)c3ccccc23)cc1 (stereo not drawn),1,-2,7,-3,-16,5,15,-6.3
C=CC1CN(CC(=O)OC)S(=O)(=O)c2ccccc21 (stereo not drawn),-5,-1,4,1,3,-3,16,-1.2
CCCc1cc(-c2n[nH]c(=S)n2Cc2ccccc2)cs1,6,27,14,1,7,-6,-14,0.0
Cc1c(NC2=NC3(CCCCC3)Cc3ccccc32)c(=O)n(-c2ccccc2)n1C,-6,7,-16,1,-3,-1,22,4.1
CC(C)n1c(SCC(=O)Nc2ccccc2N2CCCCC2)nc2c1c(=O)n(C)c(=O)n2C,-6,5,-8,-1,-13,-5,9,3.1
CC(C)CN1CCNC(=O)C1CC(=O)NCCc1cnn(-c2ccccc2)c1 (stereo not drawn),5,-16,13,2,-5,-9,-55,-1.2
COc1ccc(CN2CC(C(=O)NCCCN3CCCC(C)C3)CC2=O)cc1 (stereo not drawn),-1,-10,5,3,3,-2,7,-0.7
